# CCT chaperon mod: changes cytosolic chaperonin activity. activity change, % (concentration not given with the values), hits read low. purified chaperonin ATPase assay, HTRF ADP detection, 30 min. actives 0.3% (n = 360,000). AID 651819; in the data active means activity change below about -30%; further: on the % scale 0 is the no-effect control and ±100 the full control effect
#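 Nucleotide hydrolysis assay: TRiC at 20–40 nM final (set by batch activity) with 10 uM ATP, 30 min at 37 °C, in presence of 76 uM compound. Detection by competitive ADP HTRF, 30 min ambient.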
# EPAC1 agonist: agonists of human EPAC1; AID 720707; O95398; actives 0.073% (n = 360,000); EPAC1 agonist qHTS, biochemical assay; response scale: 100% = response to 6.5 mM cAMP; Potency, µM (highest dose often 154 µM), for inactives: at the highest dose activation, actives largely listed as activators; further: potency means the concentration at half of the fitted maximal effect; nearly all actives have a fitted effect of over 60% in size
#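 Nucleotide exchange by EPAC1 (100 nM) on Rap1B–BODIPY-GDP (250 nM) in the presence of 50 uM GDP is tracked fluorescently at 480/540 nm over 30 min. Signals are normalized to a 6.5 mM cAMP control.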
# MmCpn inh: inhibitors of Methanococcus maripaludis chaperonin (MmCpn) | purified Mm-Cpn ATPase, ADP Transcreener TR-FRET | Potency, µM (doses to about 76.9 µM), inactives show at the highest dose activity, negative = inhibition, usual class: inhibitors | actives 0.031% (n = 330,000) | AID 504842; further: potency means the concentration at half of the fitted maximal effect; on the % scale 0 is the no-effect control and ±100 the full control effect; nearly all actives have a fitted effect of over 80% in size
#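 ATP (10 uM final) was added to archaeal chaperonin (25 nM final) after 10 min exposure to test compound at 37°C; after 30 min further incubation, ADP was detected by competitive TR-FRET.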
# EPAC2 antagonist: blocks human EPAC2 exchange factor | Q8WZA2 | EPAC2 GEF exchange of Rap1B-BODIPY-GDP, fluorescence | Potency, µM (series often up to 114 µM), without a hit: at the top dose activity, negative = inhibition, most hits filed as inhibitors | actives 0.18% (n = 360,000) | AID 720708; further: potency means the concentration at half of the fitted maximal effect; on the % scale 0 is the no-effect control and ±100 the full control effect; nearly all actives have a fitted effect of over 45% in size; many of its hits are not listed in these tables
# WRN inhibitor: inhibitors of human WRN helicase. WRN helicase unwinding, fluorescent forked duplex, kinetic. Potency, µM (titrated, usually from 114 µM), for the others: at the highest dose activity change, negative = inhibition, usual class: inhibitors. actives 0.46% (n = 360,000); further: potency means the concentration at half of the fitted maximal effect; on the % scale 0 is the no-effect control and ±100 the full control effect; nearly all actives have a fitted effect of over 55% in size
# Target sequence (Q14191 whole entry, looked up): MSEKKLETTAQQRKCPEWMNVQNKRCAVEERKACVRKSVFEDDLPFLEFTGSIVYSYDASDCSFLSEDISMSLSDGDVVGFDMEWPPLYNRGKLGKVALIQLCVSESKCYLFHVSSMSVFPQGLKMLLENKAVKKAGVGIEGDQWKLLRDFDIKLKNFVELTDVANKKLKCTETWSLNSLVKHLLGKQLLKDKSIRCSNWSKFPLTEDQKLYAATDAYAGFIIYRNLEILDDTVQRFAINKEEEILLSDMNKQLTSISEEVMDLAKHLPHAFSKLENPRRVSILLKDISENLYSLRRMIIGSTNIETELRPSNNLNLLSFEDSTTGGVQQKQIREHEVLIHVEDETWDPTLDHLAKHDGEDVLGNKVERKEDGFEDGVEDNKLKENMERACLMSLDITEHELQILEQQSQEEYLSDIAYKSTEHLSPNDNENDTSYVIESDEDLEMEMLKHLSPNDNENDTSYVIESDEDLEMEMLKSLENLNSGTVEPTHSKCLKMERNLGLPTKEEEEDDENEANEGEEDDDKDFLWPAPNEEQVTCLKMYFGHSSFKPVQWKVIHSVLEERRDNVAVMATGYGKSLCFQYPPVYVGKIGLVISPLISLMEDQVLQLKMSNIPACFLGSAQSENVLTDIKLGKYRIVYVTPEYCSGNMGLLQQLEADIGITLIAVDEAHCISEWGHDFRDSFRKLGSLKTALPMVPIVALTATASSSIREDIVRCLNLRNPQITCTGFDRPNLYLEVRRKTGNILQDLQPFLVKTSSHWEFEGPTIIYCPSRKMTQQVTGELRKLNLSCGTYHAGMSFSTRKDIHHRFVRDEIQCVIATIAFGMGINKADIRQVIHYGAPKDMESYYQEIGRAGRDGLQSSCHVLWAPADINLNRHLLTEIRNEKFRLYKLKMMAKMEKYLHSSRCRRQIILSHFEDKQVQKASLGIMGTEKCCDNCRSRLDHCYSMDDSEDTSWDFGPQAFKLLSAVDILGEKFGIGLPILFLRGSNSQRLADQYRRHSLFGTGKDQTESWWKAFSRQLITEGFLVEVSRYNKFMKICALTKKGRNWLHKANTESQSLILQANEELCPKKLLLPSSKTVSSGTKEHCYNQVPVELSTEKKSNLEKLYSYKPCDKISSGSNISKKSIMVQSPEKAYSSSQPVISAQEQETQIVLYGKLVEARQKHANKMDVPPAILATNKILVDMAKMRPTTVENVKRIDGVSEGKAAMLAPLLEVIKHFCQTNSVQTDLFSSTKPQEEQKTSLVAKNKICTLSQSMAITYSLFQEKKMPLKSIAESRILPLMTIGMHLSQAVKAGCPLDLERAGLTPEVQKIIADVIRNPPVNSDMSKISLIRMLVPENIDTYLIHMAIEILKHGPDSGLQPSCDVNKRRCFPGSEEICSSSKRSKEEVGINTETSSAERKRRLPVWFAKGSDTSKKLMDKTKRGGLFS
#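 Kinetic fluorescence helicase assay: unwinding of a quenched forked DNA duplex (100 nM final) with 2 mM ATP final raises red fluorescence (525/598 nm). Compounds sat 15 min at room temperature with 20 nM WRN beforehand.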
# PI5P4K alpha inh: inhibitors of human PI5P4K alpha. actives 1.2% (n = 330,000). AID 652105. P48426. max response, %. PI5P4Kalpha enzyme, ADP-Glo luminescence, 60 min; active compounds read low; active means max response of -50% or lower; inconclusive means between -30% and -50%; inactive means -30% or higher; further: value at the top dose of about 77 µM; on the % scale 0 is the no-effect control and ±100 the full control effect
#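 Luminescence from ADP-Glo served as readout of PI5P4Kalpha activity in a qHTS format. Reaction: enzyme, substrate, compound, ATP at 5 microM final, 60 min at RT.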
# EPAC1 antag: EPAC1 (human) antagonism. actives 0.14% (n = 360,000). O95398. EPAC1 GEF assay, Rap1b-BODIPY-GDP exchange fluorescence. Potency, µM (top dose mostly 115 µM), inactives show at the top dose activity change, negative = inhibition, actives largely listed as inhibitors;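 further: potency means the concentration at half of the fitted maximal effect; plate controls were vehicle for no effect and positive control for full effect; nearly all actives have a fitted effect of over 50% in size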
# PLK1 PBD inh: blocks phosphopeptide binding to human PLK1 polo-box domain | P53350 | Plk1 PBD binding of FITC phosphopeptide, fluorescence polarization | Potency, µM, without a hit: max response, negative = inhibition, hits mostly inhibitors | actives 2.8% (n = 360,000) | AID 720504; further: potency means the concentration at half of the fitted maximal effect; series mostly up to about 57 µM; on the % scale 0 is the no-effect control and ±100 the full control effect; nearly all actives have a fitted effect of over 65% in size
# * = called active by the depositor; ? = inconclusive; / = not tested or not shown; [ ] = remark or other dose. Unless noted, the call rests on the fitted dose curve; in most records, active means well fitted curve in the direction sought with a large enough effect; inconclusive means small, poorly fitted or top-dose-only effect, or another doubt; inactive means no such curve, though single readings can be large; an effect the other way counts as inactive or inconclusive. Only part of the results is shown. The share of hits here may be higher or lower than overall.
SMILES,CCT chaperon mod,EPAC1 agonist,MmCpn inh,EPAC2 antagonist,WRN inhibitor,PI5P4K alpha inh,EPAC1 antag,PLK1 PBD inh
CCC(=O)Nc1ccc(NC(=S)NC(=O)c2oc3ccccc3c2C)cc1,1.3,-8%,-10%,10%,6%,1,0%,-5%
Cc1cc([N+](=O)[O-])nn1CC(=O)NCCc1c[nH]c2ccccc12,-3.4,8%,1%,2%,2%,-1,8%,-9%
CCOC(=O)Cc1csc(NC(=O)CN(C)S(=O)(=O)c2ccc3c(c2)CCC(=O)N3)n1,0.1,5%,0%,0%,-5%,-3,-8%,-5%
Cc1ccc(/C(=N\S(=O)(=O)c2ccc(Br)cc2)Nc2ccccc2C)cc1,-1.1,-3%,0%,-7%,3%,3,-7%,-9%
Nc1cc(-c2ccccc2)n2c(n1)nc1ccccc12,0.2,0%,0%,-4%,-2%,-8,-12%,-13%
CC(OC(=O)Cc1ccc(Br)cc1)C(=O)NC1CCCC1 (configuration not stated),-7.4,11%,-2%,0%,-25%,-4,5%,-14%
Cc1cc(-c2ccccc2)nc(N(C)NC(=O)c2c(F)cccc2F)c1S(C)(=O)=O,-1.3,6%,0%,-5%,-9%,2,-7%,-3%
O=C1C(Cl)=C(NCCN2CCOCC2)C(=O)c2ccccc21,2.4,3%,-5%,-12%,-7%,-2,-3%,0%
ONC=Nc1cccc2nonc12,2.2,-6%,0%,14%,-11%,3,13%,0%
O=C(CN1C(=O)CCS(=O)(=O)c2ccccc21)NCc1ccccc1,-1.1,-1%,2%,14%,6%,-6,6%,0%

# Sorted by molar mass (falling): part of the list above
SMILES,CCT chaperon mod,EPAC1 agonist,MmCpn inh,EPAC2 antagonist,WRN inhibitor,PI5P4K alpha inh,EPAC1 antag,PLK1 PBD inh
Cc1ccc(/C(=N\S(=O)(=O)c2ccc(Br)cc2)Nc2ccccc2C)cc1,-1.1,-3%,0%,-7%,3%,3,-7%,-9%
O=C(CN1C(=O)CCS(=O)(=O)c2ccccc21)NCc1ccccc1,-1.1,-1%,2%,14%,6%,-6,6%,0%
O=C1C(Cl)=C(NCCN2CCOCC2)C(=O)c2ccccc21,2.4,3%,-5%,-12%,-7%,-2,-3%,0%

# (cont.)
SMILES,CCT chaperon mod,EPAC1 agonist,MmCpn inh,EPAC2 antagonist,WRN inhibitor,PI5P4K alpha inh,EPAC1 antag,PLK1 PBD inh
CCn1nc(C)cc1C(=O)Sc1ccc(C)cc1,-0.4,6%,0%,5%,5%,1,0%,-25%
NC(=O)c1c(NC(=O)Cn2cc([N+](=O)[O-])cn2)sc2c1CCCC2,0.1,2%,-2%,3%,-5%,?,-4%,-4%
O=C(Nc1ccc2c(c1)OCCO2)c1ccc2ccccc2n1,0.3,4%,2%,-5%,-28%,3,-26%,-1%
CC(C)(C)c1ccc(S(=O)(=O)N2CCc3nc4ccccc4c(C(=O)O)c3C2)cc1,0.0,1%,-2%,-5%,-5%,8,5%,-7%
CCN(C(=O)c1c(-c2ccccc2)noc1C)c1ccccc1,-0.8,3%,-1%,-2%,2%,/,0%,-5%
C[C@H]1CN([C@@H](C)CO)C(=O)CCCn2cc(nn2)CO[C@@H]1CN(C)C(=O)Nc1cccc(C(F)(F)F)c1,-1.7,5%,/,4%,4%,3,3%,-5%
CSCC(=O)N1CCC(n2nccc2NC(=O)CCc2ccccc2)CC1,-1.5,11%,-3%,-8%,-1%,0,11%,3%
COC(=O)C=C1CCC2C3CC(F)C4(O)CC(=O)CCC4(C)C3C(=O)CC12C (configuration not stated),0.0,1%,/,13%,3%,0,0%,4%
Nc1c(C(=O)OCC(=O)Nc2ccc(Cl)cc2[N+](=O)[O-])[nH]c(=O)[nH]c1=O,3.6,1%,-1%,-19%,-11%,1,-26%,-6%
CCOC(=O)C1(Cc2ccccc2)CCN(Cc2cnn(-c3ccccc3)c2)CC1,-2.3,-8%,0%,-2%,10%,-7,-16%,-4%
Cc1cccnc1NC(=O)CCNC(=O)c1ccc(Cl)cc1,-2.9,4%,2%,-4%,5%,-1,-2%,-7%
C(=C\c1nnc2c3ccccc3ncn12)/c1ccccc1,0.0,9%,0%,-7%,-1%,1,-8%,-17%
CC1CCCN(C(=O)c2cn(-c3ccccc3)nc2-c2cccnc2)C1 (configuration not stated),-1.2,6%,-1%,8%,0%,3,12%,0%
COc1ccc(Nc2nc(-c3sc(C)nc3C)cs2)c(OC)c1,-14,9%,-12%,?,-7%,10,-4%,?
COc1ccc2c(=O)c(C(=O)NCCc3ccccc3)c[nH]c2c1,-0.1,-1%,-5%,6%,7%,1,0%,5%
CCOC(=O)c1c(NC(=O)COC(=O)/C=C/c2ccccc2)sc(C(=O)NC)c1C,1.0,13%,-4%,-11%,-7%,4,1%,-6%
COc1cc(C(=O)OCc2cc(=O)c(O)co2)ccc1OC(F)F,1.1,2%,2%,-4%,5%,0,-2%,-2%
Cc1ccc(NC2CCCN(C(=O)CCc3ccncc3)C2)cc1C (configuration not stated),-1.2,6%,5%,3%,4%,-2,2%,-1%
O=C(O)/C=C/c1ccc2c(-c3ccccc3)onc2c1,-2.8,7%,1%,2%,-28%,?,10%,-8%
NC(=O)c1ncn([C@@H]2O[C@H](CO)[C@@H](O)[C@H]2O)c1O,0.8,-3%,2%[15.4 µM],-9%,-3%,1,-2%,-10%
O=S(=O)(c1ccc(Cl)c(C(F)(F)F)c1)N1CCN(CC(O)COc2ccccc2F)CC1 (configuration not stated),-5.4,-11%,2%,-23%,?,1,?,-2%
COc1ccc(N(C(=O)CNC(=O)c2ccco2)C(C(=O)NC2CCCC2)c2ccc(C)o2)cc1 (configuration not stated),-2.3,-10%,0%,0%,1%,-7,18%,2%
CCC(=O)N1CCN(c2ccc(NC(=O)c3ccc([N+](=O)[O-])o3)cc2Cl)CC1,-2.5,7%,3%,-8%,-4%,-1,-28%,-16%
O=C1[C@@H]2[C@@H]3C[C@@H]([C@H]4ON=C(c5ccc(Cl)cc5Cl)[C@@H]34)[C@@H]2C(=O)N1C1CCCCC1,-1.7,14%,1%,-5%,-11%,19,-14%,-12%
COc1cc(NC(=O)c2cccs2)c(OC)cc1NC(=O)Nc1ccc(F)cc1,-4.5,7%,-1%,10%,6%,1,8%,-9%
C=CC(=O)N1C/C(=C/c2ccc(Cl)cc2)C(=O)/C(=C\c2ccc(Cl)cc2)C1,0.5,-11%,/,3%,-24%,-1,?,-25%
C=CCn1c(=O)c2ccccc2n2c(SCC(=O)NCCc3ccccc3)nnc12,0.5,2%,/,7%,4%,-2,4%,-8%
O=c1cc(O)c(-c2ccc(Cl)cc2)c(Cl)[nH]1,1.0,3%,1%,0%,-5%,-12,3%,-2%
CN(C)CC(C)(C)CNC(=S)Nc1ccc(S(=O)(=O)N2CCOCC2)cc1,-0.4,6%,-4%,0%,1%,-6,0%,-5%
CCn1c(CNC(=O)C23CC4CC(CC(C4)C2)C3)nnc1SCC(=O)Nc1nnc(C)s1,-1.4,-1%,-1%,12%,-1%,?,10%,-5%
CC(=O)OCCNc1cc(SCc2ccco2)c2nonc2c1[N+](=O)[O-],-2.0,2%,-1%,-9%,?,?,?,?
CCn1c(SCC(=O)NNC(=O)c2ccc(C)cc2)nnc1-c1ccncc1,-0.1,-1%,/,11%,14%,1,14%,-1%
COc1ccc(-n2c(SCc3ccc(C#N)cc3)nnc2-c2ccccn2)cc1,-0.4,-4%,-1%,13%,6%,-5,9%,-6%
CCOc1cc(C(=O)Nc2cc(OC)cc(OC)c2)ccc1OCC(=O)N1CCOCC1,0.3,-3%,0%,4%,3%,1,0%,1%
COc1ccc(CCNC(=O)COC(=O)c2cc3ccccc3oc2=O)cc1OC,-7.5,-7%,-1%,-5%,2%,2,-3%,8%
COc1ccccc1-c1csc(C(C)(O)c2cccc(F)c2)n1 (configuration not stated),0.9,11%,/,-22%,-8%,19,-10%,-6%
CC1(C)OC(C)(C)/C(=C/Nc2ccc(O)cc2)C1=O,1.5,-1%,0%,14%,-27%[57.1 µM],-70*,17%,-7%
CCCCC(C(=O)O)C(C)CC(=O)Nc1ccn(-c2ccccc2)n1 (configuration not stated),-0.5,0%,-12%,5%[57.1 µM],0%,6,-9%,-5%
Cc1cc(SCC(=O)OCC(=O)N2CCCC2=O)c(C)cc1Br,0.9,-1%,?,-9%,-28%,28,-14%,-5%
COC(=O)c1ccc(=O)n(Cc2ccco2)c1,-3.6,-4%,-5%,-3%,1%,1,-11%,-10%
COc1ccc(OC)c(S(=O)(=O)Nc2cccc3c(O)cccc23)c1,-3.6,0%,/,-5%,3%,-7,-20%,-3%
NNC(=O)CN1C(c2ccc(Cl)cc2)=Nc2ccc(Br)cc2C1c1ccccc1 (configuration not stated),-1.4,11%,-5%,1%,-12%,-14,-8%,-10%
O=C(OCC(=O)c1cccs1)C1=COCCO1,0.7,-1%,-1%,4%,-12%,9,-3%,-1%
O=C(CSc1nncs1)Nc1cc(-c2ccccc2)nn1-c1ccccc1,0.8,3%,1%,0%,1%,3,4%,-9%
OCCCNc1ncnc2c1ncn2[C@H]1CN(Cc2ccc3c(c2)OCO3)C[C@@H](CO)O1,-2.8,-9%,/,21%,-1%,-26,-13%,-9%
CC(=O)COc1ccc2c(C)c(C)c(=O)oc2c1,-0.8,1%,-5%,-16%,-2%,8,-9%,-4%
O=C(NCc1cccnc1)C1Cc2c(-c3ccc(Cl)cc3)ccnc2O1 (configuration not stated),-0.6,-3%,/,12%,-1%,-3,6%,3%
COc1ccc(C(C)=O)c(OC(=O)c2ccco2)c1,-0.3,2%,-1%,-8%,5%,-3,2%,-22%
COc1ccccc1C/C(N)=N/OC(=O)COc1ccc(C)cc1,3.6,9%,-2%,-9%,-8%,-3,-12%,-5%
CC(=O)c1ccc(OCC(=O)N(CCC2=CCCCC2)c2c(N)n(Cc3ccccc3)c(=O)[nH]c2=O)cc1,0.9,25%,1%,26%,2%,-14,4%,7%
# Going on with the list:
SMILES,CCT chaperon mod,EPAC1 agonist,MmCpn inh,EPAC2 antagonist,WRN inhibitor,PI5P4K alpha inh,EPAC1 antag,PLK1 PBD inh
COc1ccc(-n2c(CN3CCN(c4ccc(F)cc4)CC3)nc3ccc([N+](=O)[O-])cc3c2=O)c(OC)c1,0.2,20%,-1%,-3%,-5%[57.1 µM],-4,3%,-6%
NNC(=O)CSCc1nc(-c2ccccc2)cs1,1.5,9%,2%,12%,2%,4,-2%,2%
Cc1ccccc1C=Nc1ccccc1C(N)=O,1.6,1%,4%,6%,-17%,-6,22%,1%
O=C(NCCCn1ccnc1)/C(=C\c1ccccc1F)NC(=O)c1ccccc1,-2.3,15%,2%,-3%,-6%,4,-5%,-11%
O=C(c1ccc2nc[nH]c2c1)N1CCc2ccccc2C1,-1.9,8%,0%,5%,-6%,6,2%,-8%
